Screening results: PubChem, Broad Institute
PglD inh: PglD (C. jejuni) enzyme inhibition. inhibition, % at 12.5 µM. 0.098% of 360,000 active. purified PglD enzyme, DTNB colorimetric CoA detection. AID 602405; in the data active means inhibition above about 16%, passing the limit was not always enough; inconclusive means no clear call, values can overlap the other calls; further: strong numbers were not always called active
PGC1a acetyl inh: lowers PGC1a acetylation signal in U2OS cells. AID 651687. AlphaScreen anti-acetyl-lysine; with virally co-expressed GCN5 acetyltransferase. inhibition, % at 15.6 µM. 0.17% of 350,000 active;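 active means every replicate shows inhibition of at least 40%; inconclusive means mean inhibition at least 40% but some replicate below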;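 further: 0% = neutral control wells and 100% = positive control wells; some results beyond the cut were filed as inactive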
C2C12 statin: suppression of simvastatin myotoxicity. 0.78% of 330,000 active. rescue of ATP level, % at 7.49 µM. C2C12 myotubes + simvastatin, ATP luminescence, 48 h; scaled: DMSO 0, geranylgeraniol control 100;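 active means mean ATP rescue above about 67%, or every replicate alone reaching that limit, limit read from the data, passing the limit was not always enough; inconclusive means no clear call, values can overlap the other calls; inactive means mean under the limit and some replicate under it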;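 further: myotubes were challenged with 10 µM simvastatin during compound exposure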
ARNT TACC3 PPI: disrupts binding between human ARNT and TACC3; 0.66% of 390,000 active; Q9Y6A5; AlphaScreen His-ARNT PAS-B/GST-TACC3 binding, luminescence; TACC3 fragment carries E629A point mutation; inhibition, % at 9.99 µM; AID 623870;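 active means mean inhibition of replicates at least 50% and at least half of replicates each reaching 50%; inconclusive means half or more replicates reach 50% but mean below 50%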;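 further: 0% = complete ARNT plus TACC3 wells and 100% = ARNT alone without TACC3; many hits fall short of the cut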
PAX8 reporter: inhibitors of PAX8 transcriptional activity in RMG-I cells; RMG-I TPO-luciferase reporter, SteadyGlo, 24 h; inhibition, % at 12.6 µM; 1.2% of 360,000 active; AID 652154;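 active means mean replicate inhibition at least 60% with every replicate also reaching 60%; inconclusive means only one of the two criteria is met; inactive means mean below 60% and not all replicates reaching 60%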;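 further: luciferase light reporting Pax8 driven TPO promoter activity; plate controls were median of neutral control wells for no effect and mitoxantrone controls for full effect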
LGR2 inh: inhibitors of bursicon-induced Drosophila LGR2 receptor cAMP signaling; HEK293 LGR2, CRE-luciferase, bursicon-stimulated, 4 h; inhibition, % at 9.99 µM; 0.35% of 380,000 active; AID 720647;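 active means drop in luminescence signal, shown as inhibition above about 50% in the replicate tests, limit read from the data, passing the limit was not always enough; inconclusive means probably only some replicates passing the limit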;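 further: agonist challenge used bursicon conditioned medium at about half maximal strength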
Cneo AK release: Cryptococcus neoformans lysis via adenylate kinase release. C. neoformans lysis, adenylate kinase release luminescence, 4 h; normalised: neutral wells 0, clomiphene wells 100. lysis activity, % at 15 µM. 0.2% of 360,000 active;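 active means mean lysis activity across replicates of at least 80%, whatever share of replicates individually reach that level; inactive means mean lysis activity below 80%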
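Assay system: log-phase C. neoformans yeast / Quantity: yeast cell density of 5 × 10^6 cells/mL / Medium: fresh YPD growth medium / Compound: single dose / Timing: static 4 h at 37 °C with compound, 1 h detection / Measured by: adenylate kinase release luminescence / Read-out: lysis from increased AK signal / Benchmarks: Clomiphene as positive lysis control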
GSIS activator: primary screen for activators of insulin secretion dependent on glucose, INS-1E cells, GLuc reporter luminescence; 0.61% of 370,000 active; INS-1E GLuc reporter insulin secretion, 2-3 h; activation, % at 16.6 µM;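 active means lowest replicate activation of at least 40%, so every replicate reaches that level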;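 further: 0% = median of neutral control wells and 100% = median of IBMX positive control wells; some compounds called inactive have numbers as strong as hits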
* hit, by the source's call; ? = inconclusive; . = not tested or not shown. Hits appear at their usual frequency; overall some 2.9% were active at least once.

SMILES | PglD inh | PGC1a acetyl inh | C2C12 statin | ARNT TACC3 PPI | PAX8 reporter | LGR2 inh | Cneo AK release | GSIS activator
Cc1ccc(NC(=O)c2ncn(CCCN3CCN(c4ncccn4)CC3)n2)cc1C | -3.4 | -5.6 | 1.7 | 6.0 | -4.6 | 10.2 | 1.6 | -4.6
O=C(Nc1ccc(Cl)cc1)N1CCCC1 | -2.0 | 0.1 | -4.5 | -4.8 | . | -27.9 | 0.6 | 17.8
OCCCc1nc2ccccc2n1Cc1ccccc1 | 1.5 | 9.9 | 4.9 | -0.8 | -5.1 | -4.7 | 3.3 | 18.9
N#C[C@H]1[C@H](c2ccccc2C2=CCCCC2)[C@@H](CO)N1C(=O)NC1CCCC1 | . | -1.0 | . | . | 3.2 | 16.7 | . | -19.8
O=C(C[C@H]1CC[C@H]2[C@@H](COC[C@H](O)CN2Cc2cccc(C(F)(F)F)c2)O1)NCc1ccc(F)cc1 | -6.0 | -2.7 | -17.5 | 6.2 | -4.7 | 2.4 | 1.1 | -18.3
O=C(NC1CCCCC1)C(c1ccc(F)cc1)N(Cc1cccs1)C(=O)CN1C(=O)c2ccccc2S1(=O)=O (stereo unspecified) | 3.5 | 5.1 | . | -0.9 | . | 1.0 | -0.4 | 5.8
C[C@H](CO)N1C[C@H](C)[C@H](CN(C)C)OCCCC[C@H](C)Oc2ccc(NS(=O)(=O)c3ccccc3)cc2C1=O | . | 2.9 | -28.8 | . | -7.7 | 3.4 | . | -9.3
COc1cccc(N(CC(=O)NCCSc2ccccn2)S(C)(=O)=O)c1 | 2.6 | -0.7 | 5.0 | -4.1 | . | . | -2.1 | .
C=CCN1C(=O)C(Cc2ccccc2)S/C1=N/N=C/c1cccs1 (stereo unspecified) | -5.8 | 4.9 | -7.9 | -1.9 | -0.8 | . | -2.2 | .
c1ccc(-c2nnsc2Sc2ccccn2)cc1 | . | -3.3 | -2.6 | -8.6 | -71.3 | -58.7 | . | 4.4
CNC[C@H]1Oc2c(NS(=O)(=O)c3c(C)noc3C)cccc2C(=O)N([C@H](C)CO)C[C@H]1C | -4.5 | 0.5 | -10.0 | -14.2 | . | -1.9 | -4.2 | 8.8
C[C@H](CO)N1C[C@H](C)[C@@H](CN(C)S(=O)(=O)c2ccc(F)cc2)Oc2cc(-c3cccc(F)c3)ccc2S1(=O)=O | 1.0 | -9.6 | 7.0 | -4.9 | . | 20.5 | 5.3 | -12.4
O=C(CSc1ccc(-c2ccccc2)nn1)c1cccs1 | . | 1.7 | . | -8.4 | -76.3 | -26.3 | . | 7.5
CCCn1c(C2CCCN2c2nc(-c3cccc(Br)c3)cs2)nc2ccccc21 (stereo unspecified) | -5.7 | -5.8 | 15.7 | 11.4 | 23.7 | 7.6 | 6.0 | -1.6
COc1ccc(NC(=O)Nc2ccc3c(c2)CC(=O)N([C@H](C)CO)C[C@H](C)[C@@H](CN(C)CC2CCCCC2)O3)cc1 | 3.7 | -51.7 | 29.1 | 0.8 | 18.7 | -2.8 | -1.4 | -15.5
CC1(C(=O)NS(=O)(=O)C2CC2)CCN(C(=O)c2cc3ccccc3s2)C1 (stereo unspecified) | -2.3 | -20.1 | 2.5 | . | . | 7.5 | -12.3 | -3.5
CC(C)OC(=O)C1=C(N)N2C(=O)CSC2=C(C(=O)OC(C)C)C1 | -6.8 | -4.3 | 15.2 | -2.8 | -12.6 | . | 1.2 | .
c1ccc(-c2nn3nnnc3c3ccccc23)cc1 | 6.1 | . | -0.6 | -0.7 | . | . | 0.8 | .
CC(NC(=O)C1CCC(C)(C(=O)O)C1(C)C)c1ccccc1 (stereo unspecified) | 4.3 | . | 11.9 | -1.1 | 17.3 | 8.2 | 2.0 | -1.8
CCOC(=O)N1CCC(=NNC(=O)COc2ccc(OC)cc2)CC1 | . | . | . | -0.7 | -7.7 | 2.2 | . | 17.6
O=C(O)c1cccc(N2C(=O)c3cc4cccc(Br)c4cc3C2=O)c1 | -5.8 | -3.5 | -0.6 | -13.3 | 3.6 | -1.0 | 1.2 | -10.3
C[C@@H]1CN([C@@H](C)CO)C(=O)c2cc(-c3cccnc3)cnc2O[C@H]1CN(C)C(=O)C1CCOCC1 | 1.7 | 7.0 | -2.0 | -7.7 | . | 9.6 | 0.9 | 11.4
COCC#Cc1ccc2c(c1)O[C@@H](CN(C)C(=O)C1CCC1)[C@@H](C)CN([C@H](C)CO)S2(=O)=O | 2.5 | 0.3 | -12.3 | -6.5 | . | 4.0 | 0.3 | 13.6
O=Cc1ccc(-c2cccs2)s1 | . | 5.3 | . | 7.3 | -22.5 | ? | . | 3.2
COc1ccc(-c2ccc(SCC(=O)Nc3nccs3)nn2)cc1OC | . | -0.8 | . | . | -7.0 | -23.4 | . | 19.9
Oc1ccc(C[C@H]2CNC(=S)N2CC2CCCN2C[C@H](Cc2ccc(O)cc2)N2C[C@H](Cc3ccccc3)N(CCc3ccccc3)C2=S)cc1 (stereo partly specified) | -1.0 | -7.1 | -6.1 | -0.9 | ? | -2.1 | -1.6 | 1.2
C[C@H]1CN([C@@H](C)CO)C(=O)c2cc(NC(=O)NC3CCCCC3)ccc2O[C@@H]1CN(C)Cc1ccccc1 | 5.2 | 11.6 | 28.1 | -7.0 | -2.6 | -12.6 | 0.4 | -5.6
CC(C)CC(NC(=O)C1CCCN1C(=O)CNC(=O)OCc1ccccc1)C(=O)O (stereo unspecified) | 3.6 | -8.1 | -3.9 | -12.1 | 7.3 | 13.2 | 5.7 | 13.9
Cc1ccc(NC(=O)CN2CCCCCC2)cc1[N+](=O)[O-] | -2.0 | -7.0 | -7.7 | 1.7 | -83.7 | -95.5 | -0.4 | -22.6
O=S(=O)(c1ccc(-c2ccno2)s1)N1CCCCC1 | -0.4 | 2.4 | 0.1 | 0.3 | 19.1 | 2.5 | -3.9 | 23.3
CCOc1ccc(CNC(=O)CCC(=O)N2Cc3cccc(OC)c3Oc3ncccc32)cc1 | -1.8 | 7.0 | 5.9 | 3.2 | -4.2 | 7.6 | -1.8 | -6.7
Cc1ccc(NC(=O)CCc2nnc3ccc(N4CCC5(CC4)OCCO5)nn23)nc1 | 3.8 | . | 13.1 | 0.1 | 3.6 | -5.6 | 0.0 | 7.7
COc1ccc(S(N)(=O)=O)cc1C(=O)OCC(=O)N1CC(=O)Nc2ccccc21 | -1.2 | 10.0 | -10.2 | -3.7 | 7.5 | 1.1 | 1.8 | 13.3
CCOC(=O)c1cccc(NC(=O)CCc2nc(-c3ccc(C)cc3)no2)c1 | -0.1 | 3.8 | 7.2 | 0.2 | . | . | -1.9 | .
Cn1c(SCC(=O)NCc2cccs2)nnc1-c1ccco1 | 3.5 | -3.8 | -6.3 | -4.9 | . | -5.5 | -1.3 | 16.5
CCc1ccc(OCCOCC(O)CN(CCO)CCO)cc1 (stereo unspecified) | . | . | . | -0.7 | -1.3 | 9.2 | . | 14.0
CC1(C)Cc2c(sc(NC(=O)Nc3ccccc3)c2C(N)=O)CO1 | -3.2 | . | -37.0 | 4.6 | -154.8 | -44.0 | -1.7 | -20.0
C[C@@H]1CN([C@H](C)CO)S(=O)(=O)c2ccc(C#Cc3cccnc3)cc2O[C@H]1CN(C)CC1CCOCC1 | 2.1 | -7.9 | -66.0 | 9.7 | -4.2 | -33.0 | 8.5 | -6.4
O=C(Oc1ccc(N(Cc2cccs2)C2=NS(=O)(=O)c3ccccc32)cc1)c1ccco1 | 1.6 | 6.7 | -19.7 | -12.1 | . | . | -1.7 | .
CCCn1c(N2CCN(Cc3cccc(C)c3)CC2)nc2c1c(=O)[nH]c(=O)n2C | 5.5 | -1.1 | . | -11.1 | 3.1 | 10.0 | -0.9 | .
CCCCN(C(=O)c1cccc(-n2cccc2)c1)c1c(N)n(CCC)c(=O)[nH]c1=O | 2.0 | . | 8.1 | -1.1 | -3.9 | -10.8 | 0.4 | 15.8
O=C(Nc1nccs1)c1ccc(F)c(S(=O)(=O)N2CCOCC2)c1 | 6.9 | -4.7 | 1.7 | 3.5 | 2.4 | 10.6 | -1.2 | 13.2
CCN1CCN(c2ccc(S(=O)(=O)N3CCOCC3)cc2NC(=O)c2cc(Cl)nc3ccccc23)CC1 | . | . | 24.2 | 3.6 | -4.9 | 7.0 | . | 0.9
Cc1nn(CCC#N)c2[nH]c(=O)cc(C(F)(F)F)c12 | -0.7 | . | 15.4 | -0.3 | 17.6 | 7.6 | -1.1 | 2.1
CCOc1ccc(CCNC(=O)C2CC(=O)N(Cc3ccc(C)cc3)C2)cc1OCC (stereo unspecified) | . | . | 12.9 | -0.7 | -34.7 | 17.1 | . | -27.1
COc1ccc(C(=O)CSc2nncn2C)cc1 | -2.8 | -4.1 | 13.9 | 6.6 | . | 10.3 | -5.1 | 0.9
CS(=O)(=O)Nc1ccc2c(c1)[C@H]1C[C@@H](CC(=O)NC3CCCC3)O[C@H](CO)[C@H]1O2 | -34.2 | 1.0 | 5.9 | -3.0 | -2.9 | 11.1 | -26.0 | 1.9
COc1ccc(OC)c(C2=NOC(C(=O)Nc3ccccc3SC)C2)c1 (stereo unspecified) | 2.0 | -6.1 | -4.9 | -3.5 | -2.6 | . | -1.8 | .
CC(C(=O)NC1=NCCS1)N1C(=O)c2ccccc2C1=O (stereo unspecified) | 2.7 | -20.4 | -4.8 | -2.0 | 13.6 | . | 0.0 | .
C[C@@H]1CN([C@H](C)CO)C(=O)Cc2cc(NS(=O)(=O)c3ccc(Cl)cc3)ccc2O[C@H]1CN(C)S(=O)(=O)c1ccc(Cl)cc1 | 0.1 | -8.8 | 54.6 | 16.7 | -25.8 | 8.7 | -5.1 | -5.8
CC(=O)Oc1ccc2cc(-c3cccnc3)c(=O)oc2c1 | . | -8.7 | -3.5 | . | -20.0 | 2.7 | . | -2.5
CC(C)n1c(SCc2cc(=O)[nH]c3ccccc23)nc2c1c(=O)n(C)c(=O)n2C | -0.4 | 4.2 | -12.8 | -10.5 | . | -1.3 | -1.1 | 10.7
COc1ccc(-c2cnc3c(NC(C)=O)cc(-c4cc(F)ccc4OC)cn23)cc1OC | 0.5 | 0.1 | -53.0 | . | 27.4 | -14.1 | -0.4 | -0.8
O=C1CC(N2CCC(c3nc4ccccc4o3)CC2)C(=O)N1c1cc(Cl)cc(Cl)c1 (stereo unspecified) | 5.0 | 1.7 | 9.3 | -6.1 | . | . | -4.8 | .
Cc1ccccc1OCC(=O)Nc1cccc2nsnc12 | -2.1 | 28.3 | 8.9 | 2.1 | . | . | -1.0 | .
C[C@H]1CCCCO[C@H](CN(C)Cc2ccc3c(c2)OCO3)[C@@H](C)CN([C@@H](C)CO)C(=O)c2cc(NC(=O)NC3CCCCC3)ccc2O1 | 0.5 | -3.6 | . | 2.6 | -2.0 | -5.2 | -5.0 | -20.9
Cc1cc(=O)n2nc(N3CCCC(C(=O)NCc4ccccc4)C3)sc2n1 (stereo unspecified) | -2.7 | 3.5 | -1.1 | 3.2 | . | 12.1 | 1.8 | 5.5
CCOc1ccccc1N(CC(=O)O)S(=O)(=O)c1ccccc1 | 5.7 | 5.4 | . | 0.4 | 9.5 | . | 1.6 | .
